From PubChem
Wnt act: Wnt/beta-catenin pathway activation | AID 743398 | Wnt/beta-catenin reporter cell assay, activator, plate reader | 300,000 tested, 1.2% active | activation, % at 9.35 µM; in the data active means activation above about 30%, passing the limit was not always enough;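 further: 0% = neutral control wells and 100% = positive control wells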
Tat export inh: E. coli Tat transport inhibition; inhibition, % at 10 µM; 340,000 tested, 0.036% active; E. coli MC4100 TorA-mCherry Tat export, fluorescence;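 active means mean replicate inhibition at least 50% and at least half of replicates individually reaching 50%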;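 further: exported cargo escapes ClpAP degradation while cytoplasmic cargo is degraded and loses fluorescence; 0% = median of neutral control wells and 100% = median of NaSCN control wells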
CAL PDZ FP-1: human CAL PDZ-peptide interaction inhibition. purified CAL PDZ, TMR-peptide fluorescence polarization, 1 h. inhibition, % at 20 µM. 330,000 tested, 0.02% active. AID 504414;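 active means highest replicate inhibition of at least 40%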;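 further: plate controls were DMSO neutral control wells for no effect and unlabeled competitor peptide control wells for full effect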
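System: purified tagged CAL PDZ domain construct (CerCALP). Schedule: 1 h incubation at room temperature before polarization reading. Medium: 25 mM sodium phosphate pH 7.4, 150 mM NaCl, TCEP, IgG, Thesit. Read-out: percent inhibition from loss of millipolarization. Measured by: FP readout, S and P plane fluorescence. Probe or stimulus: fluorescent TMR peptide probe.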
CAL PDZ FP-2: CAL PDZ (human) peptide binding inhibition. Q9HD26. purified CAL PDZ, TMR-peptide fluorescence polarization, 1 h. inhibition, % at 24.9 µM. 300,000 tested, 0.92% active. AID 602252;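 active means mean inhibition of at least 30% with at least half of replicates also reaching 30%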;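 further: 0% = DMSO neutral control and 100% = excess unlabeled competitor peptide PRC23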
phage Ecoli inh: E. coli growth loss with phage present. 360,000 tested, 0.26% active. growth absorbance. inhibition, % at 11.9 µM; in the data active means inhibition above about 11%
SR-BI HDL uptake: inhibitors of mouse SR-BI mediated HDL lipid uptake; 320,000 tested, 0.96% active; inhibition, % at 12.5 µM; Q61009; AID 488896; ldlA[mSR-BI] CHO cells, DiI-HDL uptake fluorescence, 3 h;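 active means mean replicate inhibition of at least 70% and a set share of replicates each scoring 70 or more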;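 further: 0% = median of neutral control wells and 100% = median of positive control wells; values of inactives mirror those of a sister screen read the other way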
Target sequence (Q61009 whole entry, looked up): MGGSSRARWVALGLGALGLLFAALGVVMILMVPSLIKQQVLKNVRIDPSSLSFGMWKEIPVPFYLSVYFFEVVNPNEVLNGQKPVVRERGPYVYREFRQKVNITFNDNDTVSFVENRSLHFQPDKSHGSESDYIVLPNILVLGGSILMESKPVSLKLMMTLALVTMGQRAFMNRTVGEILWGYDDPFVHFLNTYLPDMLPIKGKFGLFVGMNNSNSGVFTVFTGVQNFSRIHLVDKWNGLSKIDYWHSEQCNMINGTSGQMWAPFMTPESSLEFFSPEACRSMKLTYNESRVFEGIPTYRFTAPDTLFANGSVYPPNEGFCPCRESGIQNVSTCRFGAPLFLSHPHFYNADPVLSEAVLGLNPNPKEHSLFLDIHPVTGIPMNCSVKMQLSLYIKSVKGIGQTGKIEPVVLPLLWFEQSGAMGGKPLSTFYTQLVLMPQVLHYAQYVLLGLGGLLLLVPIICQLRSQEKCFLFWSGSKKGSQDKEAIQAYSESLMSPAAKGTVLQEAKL
SR-BI uptake up: enhances SR-BI lipid uptake from DiI-HDL; CHO ldlA[mSR-BI] cells, DiI-HDL uptake fluorescence, 3 h; 100 = double the neutral-control signal; activation, % at 12.5 µM; 320,000 tested, 0.096% active;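 active means mean replicate activation of at least 60% and every replicate at or above 60%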;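 further: 0% = median plate neutral-control signal and 100% = twice that signal; values of inactives mirror those of a sister screen read the other way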
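Assay system: CHO ldlA[mSR-BI] cells, LDL receptor-null, SR-BI overexpressing; medium: Ham's F12 with 0.5% BSA, HEPES 25 mM, pH 7.4; also added: DiI-HDL 10 µg/mL; timing: 3 h uptake period with compound, 37 °C; signal: DiI fluorescence, bottom read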
AddAB inh: less growth of phage-infected E. coli with AddAB; E. coli expressing H. pylori AddAB, absorbance growth; 330,000 tested, 0.29% active; inhibition, % at 11.9 µM; in the data active means inhibition above about 12%;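 further: 0% = vehicle wells of infected cells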
MITF TRPM1 HTS: activators of MITF-driven TRPM1 promoter activity in SK-MEL-5 cells; SK-MEL-5 TRPM1-promoter luciferase, 24 h; % of positive control, neutral wells = 0; activation, % at 12.5 µM; 300,000 tested, 0.75% active;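 active means mean activation of at least 80% with every replicate also reaching 80%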;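 further: 0% = neutral control wells and 100% = parthenolide positive control wells; values of inactives mirror those of a sister screen read the other way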
Ecoli viability: counter-screen for AddAB inhibitors: E. coli growth inhibition. E. coli V3065 growth, OD600 absorbance, 18 h. inhibition, % at 11.9 µM. 330,000 tested, 0.27% active. AID 449728;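 active means inhibition above the campaign's mean inhibition across all tested compounds plus 3 SD, cut at about 9.9% in these data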;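 further: uninfected addAB+ strain grown without phage in ampicillin broth; 0% = DMSO wells and 100% = ciprofloxacin 0.95 µg/ml wells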
* = called active by the depositor; . = no result given; & = joins results of further samples.

SMILES	Wnt act	Tat export inh	CAL PDZ FP-1	CAL PDZ FP-2	phage Ecoli inh	SR-BI HDL uptake	SR-BI uptake up	AddAB inh	MITF TRPM1 HTS	Ecoli viability
COc1ccc(C(=O)Nc2cc(C)nc3ccccc23)cc1OC	-0.5	2.4	-1.6	-0.6	3.2	22.1	-22.1	0.3	.	0.0
Cc1ccc(NC(=S)NC2CCN(Cc3ccccc3)CC2)cc1	19.3	-7.1	-0.7	1.1	5.3	-23.6	23.6	2.7	-2.4	1.2
COc1cc(C(=O)OCC#N)ccc1OCc1c(C)noc1C	-14.0	-7.5	-2.2	-1.5	1.4	1.9	-1.9	0.4	-2.7	-1.5
Cc1ccc(C)c(S(=O)(=O)Nc2ccccc2C(=O)Nc2cc(C)on2)c1	.	0.9	-1.5	6.1	1.7	-21.1	21.1	0.3	1.5	1.9
COc1cccc(-n2c(-c3cccc(S(=O)(=O)N(C)C)c3)n[nH]c2=S)c1	0.3	0.8	0.0	2.4	0.8	-10.9	10.9	-0.7	16.2	-0.3
CC(C)(C)c1ccc(S(=O)(=O)Nc2ccccn2)cc1	-0.4	-9.9	-0.4	5.9	5.1	-17.9	17.9	1.4	7.1	-1.6
Cc1nn(C)cc1/C=N/O	-1.3	-3.6	-0.6	3.7	0.9	-11.6	11.6	2.1	-4.9	-2.3
C=CCN1C(=O)C(O)=C(C(C)=O)C1c1ccccc1F (centres undefined)	-1.6	10.2	-0.6	-8.1	2.1	-20.4	20.4	4.1	.	-0.6
COc1ccccc1NC(=O)N1CCCC1C(=O)NCc1cccs1 (centres undefined)	8.5	2.1	0.9	.	2.4	.	.	3.3	-1.6	3.9
Cc1ccc(-c2csc(-c3ccncc3)n2)cc1	10.6	-3.8	-4.2	-4.2	2.3	0.8	-0.8	-0.3	59.1	-1.3
CC1CCCC(C)N1S(=O)(=O)c1ccc(S(=O)(=O)NCc2ccccc2)cc1 (centres undefined)	-2.5	-7.6	-2.4	-3.5	2.7	18.4	-18.4	1.1	-8.5	1.2
CN1/C(=C/C(=S)NC(=O)C2(C)CC2(Cl)Cl)C(C)(C)c2ccccc21 (centres undefined)	-0.4	-8.2	0.4	.	5.5	46.8	-46.8	4.4	-1.6	3.4

Some entries already given, limited to Tat export inh, SR-BI HDL uptake and MITF TRPM1 HTS.
smiles	Tat export inh	SR-BI HDL uptake	MITF TRPM1 HTS
COc1ccc(C(=O)Nc2cc(C)nc3ccccc23)cc1OC	2.4	22.1	.
Cc1ccc(NC(=S)NC2CCN(Cc3ccccc3)CC2)cc1	-7.1	-23.6	-2.4

Continued:
SMILES	Wnt act	Tat export inh	CAL PDZ FP-1	CAL PDZ FP-2	phage Ecoli inh	SR-BI HDL uptake	SR-BI uptake up	AddAB inh	MITF TRPM1 HTS	Ecoli viability
Cc1ccc(CNC(=O)C(N=C2NS(=O)(=O)c3ccccc32)C(C)C)cc1 (centres undefined)	0.1	0.5	-0.2	-5.6	2.2	-10.8	10.8	1.1	5.7	-1.9
S=C(Cc1ccc(Cl)cc1)N1CCOCC1	-1.8	5.2	-0.6	-0.9	2.6	2.6	-2.6	0.0	-5.0	0.1
COc1cccc(C(=O)NCC(c2ccc3c(c2)OCO3)N2CCN(c3ccc(F)cc3)CC2)c1 (centres undefined)	2.1	-7.7	-0.8	-3.6	4.6	15.5	-15.5	2.5	-6.3	3.1
O=C(CCN1C(=O)COc2ccccc21)NCCC1=CCCCC1	.	1.6	-1.0	-6.4	0.6	-7.2	7.2	3.0	-5.4	1.6
C[C@H](CO)N1C[C@H](C)[C@@H](CN(C)C(=O)Nc2ccccc2)Oc2ccc(NC(=O)Nc3ccccc3)cc2C1=O	-3.2	0.4	-2.2	-8.3	0.6	6.7	-6.7	3.5	-3.0	-0.7
CCCc1cc(=O)[nH]c(N2CCN(Cc3ccc4c(c3)OCO4)CC2)n1	-2.3	-3.9	-0.9	0.2	4.3	-2.5	2.5	.	-5.1	.
CCOc1nc(NC(C)C)nc(NC(C)C)n1	-2.7	-0.3	-1.7	-0.2	1.9	15.2	-15.2	-0.2	-4.2	1.5
Cc1ccc(C(=O)Nc2ccc(O)c(C(=O)O)c2)o1	1.7	1.3	.	-12.7	0.9	-8.6	8.6	2.7	-1.1	-0.8
CCN1C[C@@H]2[C@@H]3C(=O)N(Cc4ccccc4)C(=O)[C@@H]3[C@](CC)(C1=O)N2C(=O)c1ccc(F)cc1	-0.9	-6.2	0.7	0.1	1.4	-36.4	36.4	.	5.7	.
CC1(C)CC(=O)C2=C(C1)OC(N)=C(C#N)C2c1ccccc1[N+](=O)[O-] (centres undefined)	-0.5	-9.5	-0.5	-5.1	5.8	10.9	-10.9	4.9	-10.1	4.7
[O-]/C(=C(\C(=S)Nc1ccc(SC(F)F)cc1)[n+]1ccccc1)c1ccc(Cl)cc1Cl	2.5	6.4	0.3	-2.5	3.9	14.8	-14.8	-1.5	-13.4	0.6
Cc1ccc(S(=O)(=O)N2CCCCC2)cc1NC(=O)c1ccccc1Cl	-6.3	-8.3	1.0	.	2.7	15.8	-15.8	2.4	-2.9	1.5
COc1ccccc1NC(=O)CSc1nnc(C)n1CCc1ccccc1	0.9	-1.2	-0.2	-8.4	3.3	34.4	-34.4	-0.4	2.4	-1.5
O=C(CN1CCN(CCN2C(=O)c3cccc4cccc(c34)C2=O)CC1)c1ccc(F)cc1	.	-3.0	-2.6	-2.5	2.1	3.1	-3.1	2.8	-5.7	1.0
Cc1ccc(N)c([N+](=O)[O-])c1	-0.9	-6.5	-1.3	-0.8	1.4	-22.0	22.0	1.5	16.5	0.0
O=C(COC(=O)c1cccs1)c1ccc2c(c1)OCCO2	-2.1	-1.3	-4.0	-5.0	4.7	-36.8	36.8	2.8	46.2	0.5
CCCOC(=O)c1ccc(NC(=O)CN(C)Cc2cccs2)cc1	-3.5	8.7	-2.6	-3.6	1.1	22.8	-22.8	2.8	13.5	1.8
CC12CCC(C(=O)N(c3nccs3)C1=O)C2(C)C (centres undefined)	9.8	-10.3	-0.1	1.9	1.2	-13.0	13.0	.	4.1	.
Cc1ccc(-c2nc3c(=O)n(C)c4ccccc4c3o2)cc1	4.5	-2.2	-1.5	-6.5	2.0	-0.8	0.8	2.3	.	1.3
CN1CCN(S(=O)(=O)c2ccc(SCCOc3ccccc3)nc2)CC1	-2.6	7.2	-0.2	-6.8	1.4	-28.8	28.8	-2.5	.	-2.6
CCC(=O)NC(=S)Nc1ccccc1C(=O)OC	.	2.0	-0.6	-0.4	0.2	-16.4	16.4	-2.4	0.8	-2.6
C=CCNC(=O)c1ccc(-c2cccc([N+](=O)[O-])c2)o1	9.0	-2.4	-2.0	1.0	2.6	22.0	13.0	-5.9	51.7	3.6
CCN(CC)C(=O)/C(=C\c1cccc([N+](=O)[O-])c1)NC(=O)c1ccco1	-5.7	8.6	-1.1	-2.2	0.1	-8.4	8.4	2.0	2.0	-1.6
CCCCCCCCCCCCCCCC[n+]1ccccc1	-28.5&-11.8&-28.8	48.2&45.0	-0.2&-1.0	-1.2&-2.4	1.5&4.1&2.6	0.7&16.2	-0.7&-16.2	.	-80.5&-81.4	.
Cc1ccc2c(c1)c1ncnc(N3CCOCC3)c1n2C	.	1.2	-0.7	42.1*	2.4	-22.8	22.8	0.6	13.6	-3.3
Cc1ccc(N2CCN(C(=O)N3CCOCC3)CC2)cc1C	-1.6	-0.4	-2.8	-1.5	2.9	17.4	-17.4	0.8	-3.3	-0.8
C=CCN1C(=O)CN=C1Nc1cc(C)ccc1C	-1.9	-1.0	-0.4	-1.2	0.2	-8.5	8.5	2.6	-8.0	0.4
CCC(C)N1C(=O)c2ccccc2C1C(=O)NC1CCCCCC1 (centres undefined)	.	0.4	.	-7.0	0.6	-36.4	36.4	-1.1	0.7	-4.1
CCOC(=O)c1cc(NC(=O)Nc2ccccc2OC)c(C)nc1C	.	-2.6	-1.2	-1.6	1.4	.	.	4.6	4.3	1.8
COc1cccc(NC(=O)CN(C)C(=O)c2cc(CN3C(=O)c4ccccc4C3=O)ccc2OC)c1	4.6	-2.7	1.2	-1.5	-1.0	17.2	-17.2	.	-18.3	.
Cc1cc(=O)[nH]c(N/N=C/CCc2ccccc2)n1	-0.6	0.3	-2.6	-0.3	1.5	-24.6	24.6	4.5	-6.4	-0.3
CC1CN(C(=O)c2cccc(Oc3ccccc3)c2)CC(C)O1 (centres undefined)	-1.3	7.5	-0.3	-2.2	2.1	-11.1	11.1	-1.8	-4.7	-1.0
COc1ccc(-c2nc(CSCC(=O)N3CCc4ccccc4C3)c(C)o2)cc1OC	0.8	-0.7	-1.0	-2.7	2.6	40.3	-40.3	3.7	-0.2	-4.7
Cc1ccc(NC(=O)CSc2ncn[nH]2)c([N+](=O)[O-])c1	1.6	-3.5	-2.3	-1.9	1.6	-9.3	9.3	-2.1	-6.7	-1.8
CC1CCCC(C)N1C(=O)COc1ccc([N+](=O)[O-])cc1Cl (centres undefined)	-0.3	1.9	-1.5	.	2.0	11.0	-11.0	1.2	5.3	0.2
Cc1ccc(C(=O)Nn2cnc3ccccc3c2=O)cc1C	21.0	-0.2	1.0	-8.2	1.8	-6.4	6.4	-2.2	47.1	-4.5
Cc1cc2oc(C(=O)N(Cc3ccccc3)c3ccccn3)cc(=O)c2cc1Cl	-3.2	.	.	.	-2.0	.	.	-1.2	.	1.3
O=C(O)C1=C[C@H](c2csc3ccccc23)C[C@H](OCCCCO)O1	-4.0	-2.8	-1.2	-0.4	2.4	-3.1	3.1	2.1	-7.8	0.0
Cc1cnc(C(=O)NC(C)CCc2ccccc2)cn1 (centres undefined)	-0.4	9.4	-0.2	-4.9	3.4	2.5	-2.5	0.4	9.2	0.3
COc1cc(/C=C/C(=O)Nc2ccc(C)cc2)cc(OC)c1OC	-0.5	4.8	-4.3	-4.7	0.8	52.2	-52.2	2.6	-0.5	-0.5
O=C1CCN2C=Nc3cccc4ccc1c2c34	-8.4	-3.8	-1.2	-0.8	1.6	-10.3	10.3	-0.8	-9.7	-3.9
OCCNCCNCc1ccc(-c2ccccc2)cc1	1.6	.	.	.	1.9	.	.	-4.2	.	-6.0
COc1ccc(/C=N\Nc2ccc([N+](=O)[O-])cc2)c(C(=O)O)c1OC	0.9	5.0	-1.6	.	0.3	.	.	-0.2	7.8	2.0
CC1CCC(C(=O)NC(C(=O)NCCCN2CCOCC2)C(C)C)CC1 (centres undefined)	-3.9	-6.2	-0.5	1.8	1.5	-13.7	13.7	2.8	.	-1.6
CC1CCN(Cc2c(C#N)c3ccccc3n2C)CC1	-1.7	-3.0	-1.0	-6.0	1.9	23.7	-23.7	-1.5	-14.7	-1.5
O=c1[nH]nnc2sc3c(c12)CCCC3	.	-3.8	-1.3	-1.2	0.2	-6.8	6.8	1.9	19.6	-1.6
CCC(=O)NC(=S)Nc1cccc(NC(=O)c2ccccc2C)c1	4.2	4.3	-2.5	-4.2	3.6	28.8	-28.8	1.7	11.7	2.5
CN1N=C2c3ccccc3CCC2C1c1ccc(F)cc1 (centres undefined)	22.6	.	.	.	3.6	.	.	-1.9	.	-1.1
